Bioassay records deposited in PubChem BioAssay by National Center for Advancing Translational Sciences (NCATS).
ELG1 DNA repair: inhibitors of ELG1-dependent DNA repair in HEK293T cells | HEK293T ELG1-luciferase reporter, luminescence, 16 h; DNA damage induced by 5-fluorouridine | Potency, µM (top dose mostly 46.1 µM), for inactives: at the highest dose activity change, negative = inhibition, most hits filed as inhibitors | 330,000 compounds, 2.3% hits | AID 504467; also: potency is read from the fitted curve at half-maximal effect; % is scaled to controls: 0 for no effect and ±100 for the full control effect; nearly all actives have a fitted effect of over 55% in size
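Quantitative HTS, concentration-response format. 2,000 cells/well co-treated with 5-fluorouridine and compound, 16 hr in 5% CO2 at 37 °C; ONE-Glo luminescence read after 30 min.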
MLL CXXC-DNA inh: MLL CXXC-DNA interaction inhibition; 290,000 compounds, 0.037% hits; Potency, µM (highest dose often 115 µM), inactives show top-dose activity change, negative = inhibition, usual class: inhibitors; Q03164; MLL-CXXC / FITC-HOXA9 DNA fluorescence polarization; active = well fitted inhibition curve with a large enough effect in the polarisation, with a control signal flat, not every such curve was filed as active; inconclusive = small, poorly fitted or top-dose-only effect, or effect the other way, or a change in a side signal; inactive = no such curve, though single readings can be large or run the other way; the % refers to the polarisation; also: potency is read from the fitted curve at half-maximal effect
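Fluorescence polarization: 7 uM MLL-CXXC (stock) preincubated 5 min with compounds, then 50 nM fluorescein-HOX-A9 DNA (stock) added; 30 min ambient. Buffer 50 mM Tris-HCl pH 7.5, 50 mM NaCl, 1 mM DTT, 0.05% BSA.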
a7 integrin act: activates integrin-mediated alleviation for muscular dystrophy; alpha7betagal myoblasts, beta-gal FDG fluorescence, 48 h; AID 624291; Potency, µM (highest dose often 38.3 µM), without a hit: at the highest dose activation, most hits filed as activators; 350,000 compounds, 0.064% hits;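 also: potency is read from the fitted curve at half-maximal effect; 100% = response of the positive control SU9516; nearly all actives have a fitted effect of over 60% in size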
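Alpha7betagal+/- myoblasts (passage 13) were plated 16-24 hr, then exposed to compounds (1:260 dilution of DMSO stock) for 48 hours at 37C. After MPER lysis, β-galactosidase reporter activity was read as FDG fluorescence (ex 480/em 540) after 30 minutes.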
B2AR arrestin: recruits beta-arrestin to the human beta2-adrenergic receptor | P07550 | beta-arrestin recruitment to beta2AR, cell-based reporter | Potency, µM (doses to about 46.1 µM), for inactives: at the highest dose activation, hits mostly activators | 330,000 compounds, 0.02% hits;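 also: potency is read from the fitted curve at half-maximal effect; 0% = DMSO controls and full agonism = EC100 isoproterenol or metaproterenol; nearly all actives have a fitted effect of over 65% in size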
Target sequence (P07550 whole entry, looked up): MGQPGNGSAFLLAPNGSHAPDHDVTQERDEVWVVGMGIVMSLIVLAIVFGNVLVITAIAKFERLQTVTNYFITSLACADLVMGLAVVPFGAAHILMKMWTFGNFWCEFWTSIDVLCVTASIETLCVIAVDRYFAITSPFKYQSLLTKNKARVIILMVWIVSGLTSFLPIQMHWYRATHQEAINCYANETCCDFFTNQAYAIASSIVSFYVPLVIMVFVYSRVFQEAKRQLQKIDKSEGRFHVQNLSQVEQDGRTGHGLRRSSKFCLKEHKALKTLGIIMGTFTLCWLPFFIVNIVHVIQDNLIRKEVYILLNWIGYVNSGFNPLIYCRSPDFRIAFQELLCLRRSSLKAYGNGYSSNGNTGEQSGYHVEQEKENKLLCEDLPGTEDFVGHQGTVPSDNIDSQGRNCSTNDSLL
TRPV1 agonist: activates the human vanilloid receptor TRPV1; TRPV1-expressing cells, Fluo-8 calcium influx, agonist mode; activation, % at 8.33 µM; 320,000 compounds, 0.19% hits; in the data active = activation above about 80%; inconclusive = between about 30% and that limit; also: 0% is about no effect
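Fluo-8 calcium influx in TRPV1-expressing cells, kinetic read (ex 480/em 520 nm). Compound added and read 3 min for agonist activity, followed by capsaicin at EC20 final and 2 min further read for enhancement.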
p53 reactivation: re-activators of mutant p53; 320,000 compounds, 0.063% hits; AID 504706; H1299 p53-A138V BP100-luciferase reporter, luminescence, 24 h; Potency, µM (top dose mostly 92.2 µM), without a hit: at the top dose activity change, positive = activation, usual class: activators; also: potency is read from the fitted curve at half-maximal effect; % of control where 0% means no effect; nearly all actives have a fitted effect of over 45% in size
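p53-null H1299 cells stably carrying temperature-sensitive p53-A138V and a BP100-luciferase reporter were pinned with compounds (4-point, 1:5 series) and held 24 hrs at 37 deg C. Luminescence was read 10 min after detection reagent.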
TCR activator: T cell receptor activation. primary human leukocytes, anti-CD3, IL-2 HTRF, 48 h. 330,000 tested, under 10 active. AID 504894. Potency, µM (series often up to 9.22 µM), for the others: at the top dose activation of IL-2 secretion, usual class: activators; also: % of control where 0% means no effect
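Activity was scored as IL-2 release from primary human leukocytes given only a TCR signal (a-CD3 beads) plus compound for 48 hr. Detection used a two-antibody HTRF format read at 665nm.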
AT treatment: potential ataxia-telangiectasia treatment; 320,000 compounds, 0.19% hits; Potency, µM (titrated, usually from 57.5 µM), for inactives: top-dose activation, most hits filed as activators; […] A-T fibroblasts, KAP-1 phosphorylation AlphaLISA; neocarzinostatin DNA damage 30 min before lysis; also: potency is read from the fitted curve at half-maximal effect; % of control where 0% means no effect; nearly all actives have a fitted effect of over 45% in size
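ATM-like activity read as KAP-1 phosphorylation via AlphaLISA donor/acceptor antibody pairs after lysis and 6 hr at 25C. Cells were ATM-null patient fibroblasts ([…], hTERT), dosed 60 min, then exposed to the DSB inducer NCS for 30 min.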
BRCA1 expr act: activators of BRCA1 expression | Potency, µM (highest dose often 46.1 µM), for the others: at the top dose activation, actives largely listed as activators | MCF7-BRCA1-FFLuc reporter, luminescence, 48 h; response scale: scaled: vehicle 0%, 10 µM genistein 100% | AID 624202 | 380,000 compounds, 1.1% hits; also: potency is read from the fitted curve at half-maximal effect; nearly all actives have a fitted effect of over 80% in size; some results filed as inactive show a strong effect at the top dose
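Compounds are tested at multiple concentrations on MCF7 BRCA1-luciferase reporter cells seeded at 2000 per well; after 48 h, a single luminescence end-point is taken and curves fitted to the normalized data.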
TSG101-PTAP inh: blocks PTAP/TSG101 interaction to inhibit HIV-1 budding; Q99816; Fluorescence polarization, FITC-PTAP peptide / Tsg101 binding; Potency, µM (series often up to 115 µM), without a hit: at the top dose activity change, negative = inhibition, usual class: inhibitors; 340,000 tested, under 10 active; AID 493005; active = well fitted inhibition curve with a large enough effect in the main read-out, with a control signal flat, not every such curve was filed as active; inconclusive = small, poorly fitted or top-dose-only effect, or effect the other way, or a change in a side signal; inactive = no such curve, though single readings can be large or run the other way; also: potency is read from the fitted curve at half-maximal effect; % of control where 0% means no effect
Target sequence (Q99816 whole entry, looked up): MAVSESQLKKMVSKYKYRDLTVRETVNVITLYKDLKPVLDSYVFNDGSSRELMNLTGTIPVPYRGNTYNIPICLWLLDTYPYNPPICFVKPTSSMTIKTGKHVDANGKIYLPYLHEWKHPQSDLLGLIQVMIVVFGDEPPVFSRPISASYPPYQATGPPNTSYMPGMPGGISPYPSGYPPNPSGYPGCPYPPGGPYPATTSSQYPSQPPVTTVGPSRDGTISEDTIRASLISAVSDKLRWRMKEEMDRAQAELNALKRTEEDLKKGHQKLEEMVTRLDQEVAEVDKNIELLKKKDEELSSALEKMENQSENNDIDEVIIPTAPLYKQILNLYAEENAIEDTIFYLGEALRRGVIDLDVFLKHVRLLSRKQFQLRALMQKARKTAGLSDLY
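FP read-out: FITC-PTAP peptide, 50 nM final, binding Tsg101 binding domain, 10 uM final; 20 min, r.t.; 10 mM HEPES pH 7.5, 0.15 M NaCl, 0.01% Tween 20, 3 mM EDTA, 0.1 mM TCEP.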
An asterisk follows results filed as active; ? = inconclusive; / = no result given; [ ] = dose if it differs, or a comment. Unless noted, calls follow the shape of the dose curve; as a rule, active = well fitted curve in the direction sought with a large enough effect; inconclusive = small, poorly fitted or top-dose-only effect, or another doubt; inactive = no such curve, though single readings can be large; an effect the other way counts as inactive or inconclusive. Not all compounds are listed (hit frequency here may not be typical).

[1] CCOc1cc2c(cc1OCC)-n1cccc1C(c1ccc(OC)c(O)c1)NC2 (stereo unspecified)
[2] N#CCCn1cc(C(=O)Nc2ccccc2Cl)c(-c2ccc(F)cc2)n1
[3] O=C1c2ccccc2C(=O)N1Cc1nc2ccccc2c(=O)n1-c1ccccn1
[4] COc1ccc2c(c1OC)CN1CCc3cc4c(cc3C1C2)OCO4 (stereo unspecified)
[5] COC(=O)C(O)(c1ccc(N=Cc2ccccc2O)c(C)c1)C(F)(F)F (stereo unspecified)
[6] ClCCOCOCCCl
Screen / compound no.	1	2	3	4	5	6
ELG1 DNA repair	0%	-8%	3%	-8%	-1%	18%
MLL CXXC-DNA inh	14%	-1%	3%	-2%	?	/
a7 integrin act	-33%	-16%	-16%	0%	3%	/
B2AR arrestin	-0.4%	0.0%	-0.2%	0.0%	-2.0%	-0.1%
TRPV1 agonist	-5	6	5	1	2	0
p53 reactivation	-2%	-3%	-3%	-4%	1%	4%
TCR activator	-6%	-50%	4%	5%	6%[46.1 µM]	-3%
AT treatment	-12%	3%	-2%	1%	0%	-2%
BRCA1 expr act	-20%	-7%	-1%	-8%	-16%	0%
TSG101-PTAP inh	-3%	-1%	-7%	-4%	0%	-1%

[7] CC(=O)OC1N=C(c2ccccc2)c2cc(Br)ccc2NC1=O (stereo unspecified)
[8] Cc1cc(C(=O)NP(=O)(N2CCOCC2)N2CCOCC2)c(C)n1C1CC1
[9] O=C(O)c1c(C(=O)O)c(-c2ccc(Br)cc2)n2c1CSC2
[10] CCC(=O)CC(c1ccccc1)c1c(O)c2ccccc2sc1=O (stereo unspecified)
[11] CCc1cc(=O)oc2cc(OCC(=O)N3C[C@H]4C[C@@H](C3)c3cccc(=O)n3C4)c(Cl)cc12
[12] COc1ccccc1-n1c(-c2cccs2)nc2ccccc2c1=O
Screen / compound no.	7	8	9	10	11	12
ELG1 DNA repair	/	11%	0%	3%	?	-13%
MLL CXXC-DNA inh	-1%	-1%	?	3%	7%	1%
a7 integrin act	-10%	19%	-2%	8%	25%	6%
B2AR arrestin	-0.5%	0.1%	0.2%	-0.6%	0.6%	0.1%
TRPV1 agonist	0	3	-2	-3	1	-5
p53 reactivation	-2%	1%	2%	8%	5%	0%
TCR activator	-1%	1%	-8%	-11%[46.1 µM]	3%	2%
AT treatment	3%	-4%	5%	-2%	0%	2%
BRCA1 expr act	3%	-4%	-6%	-14%	-8%	-6%
TSG101-PTAP inh	-7%	2%	-4%	-1%	-6%	-10%

[13] CCC(=Nc1ccc2c(c1)CCC2)c1c(O)n(C2CCCCC2)c(=O)[nH]c1=O
[14] C[N+]1(C)[C@@H]2CC[C@H]1CC(OC(=O)[C@@H](CO)c1ccccc1)C2 (stereo partly specified)
[15] O=C(Nc1ccc(Cl)cc1)O/N=C(\c1ccccc1)c1ccccn1
[16] CC(=O)OC1(Cc2ccccc2)CN2CCC1c1ccccc12 (stereo unspecified)
[17] C/C=C(\C)C(=O)N[C@@H](c1ccccc1)[C@@H](O)C(=O)O[C@H]1C[C@@]2(O)[C@@H](OC(=O)c3ccccc3)C3[C@](C)(C(=O)[C@H](O)C(=C1C)C2(C)C)[C@@H](O)C[C@H]1OC[C@@]31OC(C)=O (stereo partly specified)
[18] COC(=O)C1=C(c2ccc3ccccc3c2)C[C@@H]2CC[C@H]1N2C(=O)NCc1ccco1
Screen / compound no.	13	14	15	16	17	18
ELG1 DNA repair	11%	9%	19%	-6%	?	-15%
MLL CXXC-DNA inh	13%	-5%	13%	5%	-1%	/
a7 integrin act	23%	-18%	3%	16%	?	-16%
B2AR arrestin	0.1%	0.1%	-0.3%	-1.2%	-0.1%	-1.0%
TRPV1 agonist	-5	2	12	5	-4	0
p53 reactivation	15%	1%	?	-3%	/	-4%
TCR activator	-1%	13%	0%	2%	1%	4%
AT treatment	-1%	-1%	-2%	1%	-6%	8%
BRCA1 expr act	9%	2%	66%	-30%	-58%	-44%
TSG101-PTAP inh	-8%	-3%	-6%	-4%	-3%	-4%

[19] CC1CCCN(CC(=O)N2CCCc3ccccc32)C1 (stereo unspecified)
[20] C=CCn1c(O)c(C(C)=Nc2ccc(NC(C)=O)cc2)c(=O)[nH]c1=O
[21] CCN(CC)C(=O)c1ccc(NC(=O)c2cn(-c3ccccc3)nc2-c2ccc(OC)cc2)cc1
[22] COc1ccc(CCn2c(O)c(C=NCc3ccc4c(c3)OCO4)c(=O)[nH]c2=O)cc1OC
[23] O=C(Oc1ccc2ccccc2c1)c1ccco1
[24] CN1C[C@H]2CON(C)[C@H]2C[C@H]1c1cccc(Br)c1
Screen / compound no.	19	20	21	22	23	24
ELG1 DNA repair	?	?	13µM*	-6%	8%	/
MLL CXXC-DNA inh	-1%	-2%	27%	1%	129%[activator]	/
a7 integrin act	-6%	-2%	-23%	-14%	10%	-2%
B2AR arrestin	-0.3%	-0.3%	0.0%	-1.0%	0.4%	/
TRPV1 agonist	-4	3	0	0	4	/
p53 reactivation	0%	0%	-6%	4%	-1%	/
TCR activator	0%[46.1 µM]	-5%	-3%	-2%	/	-1%
AT treatment	1%	7%	8%	2%	-3%	/
BRCA1 expr act	6%	-14%	/	-1%[1.84 µM]	-4%	16%
TSG101-PTAP inh	-5%	-8%	/	4%	-6%	-4%

[25] Cc1nc2ccccc2c(=O)n1-c1ccccc1[N+](=O)[O-]
[26] Cc1ccccc1NC1(C#N)CCCCC1
[27] O=c1c2ccccc2nc(-c2ccccc2)n1-c1cccnc1
[28] CCC1Nc2ncnc(N3CCN(c4ccccn4)CC3)c2N(Cc2ccc(Br)cc2)C1=O (stereo unspecified)
[29] Cc1nonc1OCCNCCNc1ccc([N+](=O)[O-])c2cccnc12
[30] Nc1c(C(=O)NCc2ccco2)c2nc3ccccc3nc2n1CCN1CCOCC1
Screen / compound no.	25	26	27	28	29	30
ELG1 DNA repair	-2%	15%	1%	-19%	-16%	?
MLL CXXC-DNA inh	1%	3%	0%	/	2%	-4%
a7 integrin act	-7%	-21%	3%	-49%[inhibitor]	5%	-27%
B2AR arrestin	0.5%	-0.1%	0.3%	0.1%	-0.3%	0.2%
TRPV1 agonist	2	-3	25	/	13	12
p53 reactivation	4%	3%	-2%	-3%	-6%	-2%
TCR activator	-10%	-4%	2%	1%	1%[46.1 µM]	-3%
AT treatment	-1%	1%	-2%	-6%	-35%	9%
BRCA1 expr act	18%	11%	-9%	-48%	2%	-31%
TSG101-PTAP inh	-3%	-3%	-3%	-5%	0%	-2%

[31] Cc1cc(/C=C2\C(=O)NC(=O)N(c3ccccc3F)C2=O)c(C)n1-c1cc(C(=O)O)cc(C(=O)O)c1
[32] CCOc1cccc(N2C(=O)/C(=C/c3ccco3)C(=O)NC2=S)c1
[33] S=P(Nn1cnnc1)(c1ccc(Br)cc1)c1ccc(Br)cc1
[34] Cc1ccc(C=C2C(Cl)=C(Cl)C(Cl)=C2Cl)cc1
[35] Cc1ccccc1NC(=O)NCCN1CC1
[36] Cc1ccc(-n2c(O)c(/C=N/Nc3ccccc3)c(=O)[nH]c2=O)cc1C
Screen / compound no.	31	32	33	34	35	36
ELG1 DNA repair	0%	-2%	?	?	-3%	-5%
MLL CXXC-DNA inh	13µM*	-25%	-5%	-6%	6%	7%
a7 integrin act	3%	-3%	14%	-20%	25%	21%
B2AR arrestin	-1.2%	-0.1%	0.3%	0.3%	0.3%	-0.1%
TRPV1 agonist	2	3	-2	1	-4	0
p53 reactivation	-1%	/	0%	6%	14%	3%
TCR activator	3%	-11%	-123%	-4%	0%	3%
AT treatment	-9%	-1%	2%	1%	8%	2%
BRCA1 expr act	1%	-5%	-14%	-3%	23%	-23%
TSG101-PTAP inh	-6%	-3%	-2%	-2%	-4%	-10%
